# Screens from PubChem.
# EPAC1 antag: blocks human EPAC1 exchange factor; O95398; EPAC1 GEF assay, Rap1b-BODIPY-GDP exchange fluorescence; Potency, µM (top dose mostly 115 µM), for inactives: at the highest dose activity change, negative = inhibition, hits mostly inhibitors; hit rate 0.14% among 360,000; AID 720709;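 further: potency means the concentration at half of the fitted maximal effect; plate controls were vehicle for no effect and positive control for full effect; nearly all actives have a fitted effect of over 50% in size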
# PLK1 PBD block: PLK1 (human) polo-box domain binding inhibition | Plk1 PBD binding of FITC phosphopeptide, fluorescence polarization | Potency, µM, inactives show max response, negative = inhibition, most hits filed as inhibitors | hit rate 2.8% among 360,000; further: potency means the concentration at half of the fitted maximal effect; series mostly up to about 57 µM; on the % scale 0 is the no-effect control and ±100 the full control effect; nearly all actives have a fitted effect of over 65% in size
# Target sequence (P53350 whole entry, looked up, the tested form may be a part): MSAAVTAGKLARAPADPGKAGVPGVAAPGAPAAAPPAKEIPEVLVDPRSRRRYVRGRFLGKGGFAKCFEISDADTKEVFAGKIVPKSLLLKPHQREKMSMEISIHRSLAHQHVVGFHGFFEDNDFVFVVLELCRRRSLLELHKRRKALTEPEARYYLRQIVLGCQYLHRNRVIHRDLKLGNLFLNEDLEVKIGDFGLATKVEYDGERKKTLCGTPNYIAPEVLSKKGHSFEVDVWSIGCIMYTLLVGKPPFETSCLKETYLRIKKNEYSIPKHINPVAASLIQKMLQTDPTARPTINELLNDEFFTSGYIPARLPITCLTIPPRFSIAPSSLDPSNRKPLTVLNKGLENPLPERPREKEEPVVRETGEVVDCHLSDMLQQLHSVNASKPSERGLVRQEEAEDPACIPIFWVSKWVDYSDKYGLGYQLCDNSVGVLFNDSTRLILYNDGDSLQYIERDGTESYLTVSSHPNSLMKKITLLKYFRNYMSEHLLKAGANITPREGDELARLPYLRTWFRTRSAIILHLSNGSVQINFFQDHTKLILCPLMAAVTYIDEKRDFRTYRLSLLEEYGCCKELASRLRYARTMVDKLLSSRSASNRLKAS
# IL-2 act: activates IL-2 in a cell-based reporter assay | IL-2 activation reporter assay, cell-based qHTS; stimulated with anti-CD3/CD4/CD28 beads; in transgenic mouse T cells | activation, % (series mostly up to about 46 µM) | hit rate 0.065% among 360,000 | AID 652025; in the data active means activation above about 50%; inconclusive means mostly about 30% to 49%; further: 0% is about no effect
#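 Unstimulated transgenic mouse T cells; 60-min compound exposure; bead-based TCR/CD4/CD28 stimulation; 18 h culture, 37 degrees C; dual fluorescence (EGFP, DsRed) plate cytometry.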
# Abeta rescue: restores growth of yeast expressing A-beta42 peptide. yeast expressing A-beta42, growth rescue, OD600, 48 h; response scale: 0% DMSO, 100% iron-clioquinol control. Potency, µM (top dose mostly 46.1 µM), without a hit: at the highest dose growth rescue, actives largely listed as activators. hit rate 0.063% among 410,000; further: potency means the concentration at half of the fitted maximal effect; nearly all actives have a fitted effect of over 55% in size
#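 Growth rescue measured by 600 nm absorbance after 48 h yeast culture at 30 C with compound. Values normalized between DMSO and an equimolar ferric chloride plus clioquinol control.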
# PI5P4Ka inh: inhibitors of human PI5P4K alpha; P48426; PI5P4Kalpha enzyme, ADP-Glo luminescence, 60 min; stronger effect = lower value; max response, %; hit rate 1.2% among 330,000; AID 652105; active means max response of -50% or lower; inconclusive means between -30% and -50%; inactive means -30% or higher; further: value at the top dose of about 77 µM; on the % scale 0 is the no-effect control and ±100 the full control effect
# Target sequence (P48426 whole entry, looked up): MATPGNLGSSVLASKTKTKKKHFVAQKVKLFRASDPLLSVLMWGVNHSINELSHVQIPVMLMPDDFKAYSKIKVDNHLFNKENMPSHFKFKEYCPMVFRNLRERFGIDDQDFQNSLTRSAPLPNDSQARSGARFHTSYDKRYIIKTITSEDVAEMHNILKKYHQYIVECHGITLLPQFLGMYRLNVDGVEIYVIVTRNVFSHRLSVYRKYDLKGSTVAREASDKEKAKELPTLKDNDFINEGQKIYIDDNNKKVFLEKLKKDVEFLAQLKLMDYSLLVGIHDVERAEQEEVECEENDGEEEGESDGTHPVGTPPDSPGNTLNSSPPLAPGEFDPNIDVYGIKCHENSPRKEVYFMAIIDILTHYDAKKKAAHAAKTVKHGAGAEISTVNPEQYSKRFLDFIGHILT
#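 Luminescence from ADP-Glo served as readout of PI5P4Kalpha activity in a qHTS format. Reaction: enzyme, substrate, compound, ATP at 5 microM final, 60 min at RT.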
# FUS suppressor: rescues growth of FUS-expressing yeast | S. cerevisiae FUS-expressing, growth rescue, OD600, 24 h | Potency, µM (series often up to 76.6 µM), inactives show top-dose growth rescue (activation), actives largely listed as activators | AID 1347120 | hit rate 0.24% among 390,000;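 further: potency means the concentration at half of the fitted maximal effect; plate controls were DMSO vehicle for no effect and reference control for full effect; nearly all actives have a fitted effect of over 55% in size; some results filed as inactive show a strong effect at the top dose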
#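 Quantitative HTS measuring growth restoration of FUS-toxic yeast. Galactose-induced cells (OD 0.005) were exposed 24hr at 30C to compounds at several concentrations, then absorbance at 600 nm was recorded.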
# EPAC1 agonist: EPAC1 (human) agonism; O95398; EPAC1 agonist qHTS, biochemical assay; response scale: 100% = response to 6.5 mM cAMP; Potency, µM (highest dose often 154 µM), for inactives: at the top dose activation, actives largely listed as activators; hit rate 0.073% among 360,000; AID 720707; further: potency means the concentration at half of the fitted maximal effect; nearly all actives have a fitted effect of over 60% in size
#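 Nucleotide exchange assay: 100 nM EPAC1 with 250 nM Rap1B loaded with BODIPY-GDP and 50 uM GDP, room temperature. Fluorescence (480/540 nm) read every 5 min for 30 min; signal change normalized to 6.5 mM cAMP as full agonist.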
# WRN helicase inh: inhibitors of human WRN helicase. Q14191. WRN helicase unwinding, fluorescent forked duplex, kinetic. Potency, µM (titrated, usually from 114 µM), for the others: at the top dose activity change, negative = inhibition, usual class: inhibitors. hit rate 0.46% among 360,000. AID 651768; further: potency means the concentration at half of the fitted maximal effect; on the % scale 0 is the no-effect control and ±100 the full control effect; nearly all actives have a fitted effect of over 55% in size
#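 Kinetic fluorescence helicase assay: unwinding of a quenched forked DNA duplex (100 nM final) with 2 mM ATP final raises red fluorescence (525/598 nm). Compounds sat 15 min at room temperature with 20 nM WRN beforehand.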
# * hit, by the source's call; ? = inconclusive; . = not tested or not shown; & = joins results of further samples; [ ] = another dose, or the depositor's remark. Unless noted, the call rests on the fitted dose curve; in most records, active means well fitted curve in the direction sought with a large enough effect; inconclusive means small, poorly fitted or top-dose-only effect, or another doubt; inactive means no such curve, though single readings can be large; an effect the other way counts as inactive or inconclusive. Random draw from the library; any-hit rate near 4.1%.
SMILES,EPAC1 antag,PLK1 PBD block,IL-2 act,Abeta rescue,PI5P4Ka inh,FUS suppressor,EPAC1 agonist,WRN helicase inh
O=C(Nc1ccc(F)cc1)c1ccc(S(=O)(=O)NCc2cccnc2)cc1,16.0%,-1.2%,1.0,0.0%,1.6,22.2%,-4.2%,-4.4%
Cc1ccc(NC(/C=C/N(C)C)=C/C(=O)C(F)(F)F)c(C)c1,4.3%,5.8%,-1.6,2.4%,1.5,19.8%,-3.5%,-7.6%
Cc1ccc(NC(=S)NNc2ncc(C(F)(F)F)cc2Cl)cc1,-20.4%,-22.8%,-5.6,13.5%,-6.5,10.9%,-1.7%,1.6%
CSc1nc2ncc(C#N)cn2n1,-1.6%,-13.4%,-0.4,-6.9%,-1.5,-18.8%,2.8%,9.3%
COC(C(=O)Nc1ccc(S(=O)(=O)Nc2ccc(F)cc2)cc1)c1ccccc1 (stereo not given),?,-13.5%,-1.1,1.0%,5.8,25.3%,0.8%,-1.6%
CCC(C)NC(=O)c1cc2c(=O)n(CC)c3ccccc3c2s1 (stereo not given),3.0%,2.3%,-3.1,-8.3%,-3.0,29.0%,-0.4%,7.7%
CCn1c2ccccc2c2nc3cc(C(=O)O)ccc3nc21,10.4%,-18.9%,-4.0,-45.0%[inhibitor],-3.2,22.0%,3.9%,?
CC1(C(=O)NS(=O)(=O)c2cccc(Cl)c2)CCN1C(=O)Cc1cc(F)ccc1F (stereo not given),6.4%,4.5%,-0.1,-1.3%,-0.4,-17.8%,-10.5%,6.3%
Nc1nc(N)c(N=Nc2ccccc2)c(=O)[nH]1,-8.3%,0.0%,0.0,-19.1%,-14.1,0.2%,-5.9%,-13.5%
COc1ccccc1/C=C1\SC(=S)N(CCC(=O)Nc2cccc(O)c2)C1=O,-0.1%,-8.4%,3.0,-15.5%,0.5,-1.0%,24.8%,-6.8%
Cc1nc(Nc2cnc(/C=C/c3cc(C(=O)Nc4cccc(C(F)(F)F)c4)ccc3C)cn2)cc(N2CCNCC2)n1,-21.7%,20.0%,-0.7,-31.6%,?,?,8.3%,?
c1ccc2c(c1)CCc1ccccc1C2=C1CCNCC1,-9.5%,0.0%,-1.8,27.3%,1.7,11.7%,-6.1%,-6.4%
O=C(Nc1ccc2ccccc2c1)c1cccc2ccccc12,-13.9%,-2.9%,-0.5,9.7%,11.8,-0.8%,7.7%,-8.4%
COc1ccc([C@@H]2CC=C(C(=O)O)[C@H](c3ccccc3F)N2S(=O)(=O)c2ccccc2C)cc1,-1.8%,1.8%,0.3,-4.6%,3.0,37.4%,6.4%,15.0%
CC1CCC(NC(=O)c2cnccn2)CC1 (stereo not given),9.7%,-10.6%,0.0,0.1%,6.4,-18.9%,15.4%,0.3%
CCc1nc(C)cn1S(=O)(=O)c1ccc2c(c1)OCCO2,-29.1%,-3.9%,-2.7,-8.3%,0.5,19.5%,2.1%,-10.5%
O=C1c2ccccc2C(c2nnnn2Cc2ccccc2)N1Cc1cccc(F)c1 (stereo not given),5.0%&-21.0%,-9.3%&-11.6%,0.7&0.2,-1.9%&4.3%,4.2&-0.7,21.8%&-2.1%,1.2%&1.4%,3.0%&5.1%
CCNC(=O)COC(=O)/C=C/c1c(C)nn(Cc2cccc(OC)c2)c1Cl,5.6%,-1.4%,0.2,-9.4%,2.8,29.8%,-7.9%,2.4%
C=CCN1C(=O)CSC1=Nc1cccc(O)c1,-0.7%,-4.1%,-1.7,-6.3%,1.6,14.0%,0.3%,2.1%
CCOc1ccc(N2C(=O)CC(N(CCc3ccccc3)C(=O)/C=C/C(=O)O)C2=O)cc1 (stereo not given),-6.5%,-6.9%,0.2,-6.7%,-2.2,3.7%,3.5%,-3.5%

# Reprinted from the part before: six entries; new compounds follow.
SMILES,EPAC1 antag,PLK1 PBD block,IL-2 act,Abeta rescue,PI5P4Ka inh,FUS suppressor,EPAC1 agonist,WRN helicase inh
CC1CCC(NC(=O)c2cnccn2)CC1 (stereo not given),9.7%,-10.6%,0.0,0.1%,6.4,-18.9%,15.4%,0.3%
CCc1nc(C)cn1S(=O)(=O)c1ccc2c(c1)OCCO2,-29.1%,-3.9%,-2.7,-8.3%,0.5,19.5%,2.1%,-10.5%
O=C1c2ccccc2C(c2nnnn2Cc2ccccc2)N1Cc1cccc(F)c1 (stereo not given),5.0%&-21.0%,-9.3%&-11.6%,0.7&0.2,-1.9%&4.3%,4.2&-0.7,21.8%&-2.1%,1.2%&1.4%,3.0%&5.1%
CCNC(=O)COC(=O)/C=C/c1c(C)nn(Cc2cccc(OC)c2)c1Cl,5.6%,-1.4%,0.2,-9.4%,2.8,29.8%,-7.9%,2.4%
C=CCN1C(=O)CSC1=Nc1cccc(O)c1,-0.7%,-4.1%,-1.7,-6.3%,1.6,14.0%,0.3%,2.1%
CCOc1ccc(N2C(=O)CC(N(CCc3ccccc3)C(=O)/C=C/C(=O)O)C2=O)cc1 (stereo not given),-6.5%,-6.9%,0.2,-6.7%,-2.2,3.7%,3.5%,-3.5%
COC(=O)[C@H]1C[C@@H]1[C@H](NC(=O)[C@H]1C[C@@H]1[C@H](NC(=O)OCc1ccccc1)c1ccccc1)c1ccccc1,-13.8%,-1.1%,-0.2,-10.3%,-1.5,?,-16.2%,3.1%
CCC1NC(=O)c2cccnc2-n2c1nc1ccc(OC)cc1c2=O (stereo not given),8.6%,-1.4%,-1.1,1.5%,-3.4,0.1%,-28.3%,-1.3%
Cc1cc2nc(C(C)(C)C)c(Cc3ccccc3C(F)(F)F)n2c(C)c1Br,-5.8%,-0.9%,0.0,21.3%,25.6,11.5%,-3.9%,0.4%
Cc1nc2ccc(S(=O)(=O)NCC(=O)N(C)Cc3ccco3)cc2s1,-24.1%,-11.3%,-0.8,-4.5%,-3.3,-11.3%,0.8%,-7.8%
COc1cccc(CNC(=O)c2nnn(CC(=O)Nc3ccc(Br)cc3)c2N)c1,?,-16.3%,-0.1,.,3.7,-14.7%,5.7%,4.6%[11.6 µM]
CCCn1c(SCc2ccccn2)nc2c1c(=O)n(C)c(=O)n2C,2.1%,-6.8%,-0.9,1.6%,.,-2.7%,-6.0%,-5.8%
O=C(C=Cc1ccccc1Cl)c1ccccc1,?,-16.2%,-1.1,6.8%,1.9,6.3%,7.9%,-14.8%
Cc1ccc(C2=NOC(C)(c3nnc(-c4cccc(Cl)c4)o3)C2)cc1 (stereo not given),-6.3%,-9.3%,0.2,-3.7%,11.0,7.3%,-5.3%,-4.1%
O=C(OCC(=O)N1CCN(C(=O)c2ccco2)CC1)c1ccccc1OCc1ccc(Cl)cc1,0.0%,-6.0%,-0.1,3.0%,8.7,36.7%,0.0%,-7.4%
Cc1sc2ncnc(SCc3ccco3)c2c1C,9.6%,-11.1%,-0.2,10.0%,-5.1,-20.1%,1.3%,-8.9%
Cc1ccc(C(=O)Nc2cccc(C(=O)O)c2)cc1,-5.5%,-16.9%,3.2,-20.6%,-3.1,12.4%,3.3%,-1.2%
CC(=O)NCCNC(=O)[C@H](Cc1ccccc1)NC(=O)c1cccs1,-11.8%,-5.2%,-0.3,8.9%,16.8,.,-1.4%,-1.2%
CC(C)COC(=O)NC1c2ccccc2Oc2ccccc21,-13.4%,-14.5%,-0.5,6.5%,7.0,3.7%,4.9%,3.8%
COc1ccc(NC(=O)CN(C)CC(=O)Nc2ccccc2SC)cc1,-10.0%,-15.2%,0.3,-22.5%,-6.0,.,2.4%,28.2µM*
CCc1ccc(C(=O)NNc2ccc(F)cc2)cc1,-5.5%,-11.8%,0.6,22.9%,-0.7,-6.3%,6.0%,-9.4%
COc1cc(C(C)=O)ccc1OCC(=O)NCCCn1nc(C)cc1C,-32.4%,-4.8%,-0.3,16.0%,1.5,6.5%,1.5%,-28.9%
O=C(CSc1ncccn1)Nc1ncc(C(F)(F)F)cc1Cl,11.2%,-8.9%,0.1,0.6%,-5.8,-28.1%,-1.4%,-3.4%
CCOc1cc(C(=O)Nc2cc(C)ccc2OC)ccc1OCC(=O)N1CCCCC1,11.7%,-3.2%,-0.6,7.7%,9.7,.,2.1%,12.9%
CCC(=O)Nc1nc2nc(-c3ccccc3)cc(-c3ccccc3)n2n1,-12.9%,0.3%,-0.4,-11.0%,-10.4,-7.6%,13.6%,4.5%
C[C@H](CO)N1C[C@H](C)[C@H](CN(C)C(=O)Cc2ccncc2)Oc2ncc(Br)cc2C1=O,-8.9%,-0.9%,1.1,-4.4%,3.1,-10.4%,15.2%,-3.2%
O=C(NCCO)c1cc2cc(Cl)cc(Cl)c2oc1=O,-2.1%,13.4µM*,0.2,-13.6%,?,-9.7%,5.6%,-35.2%[57.1 µM]
CCOC(=O)N1CCN(c2ccc(F)cc2[N+](=O)[O-])CC1,0.0%,-2.6%,0.1,16.2%,6.8,7.8%,0.0%,5.0%
Cc1ccccc1C(=O)NCC(=O)N1CCN(c2ccccn2)CC1,-7.6%,-12.6%,-0.4,10.6%,-6.9,-0.3%,7.1%,0.8%
O=C(Nc1cc2c(cc1Br)OCCO2)c1ccco1,-4.9%,-7.5%,-2.4,6.3%,.,14.3%,17.3%,11.8%
CCN1CCN(C(=O)/C=C/c2ccc(C)o2)CC1,8.8%,-11.6%,-0.2,7.0%,6.8,.,-2.0%,-5.0%
CCc1nc2sc3c(O)cc(=O)[nH]c3c2cc1C,-2.8%,-20.1%,-2.7,-3.0%,?,33.3%,-8.2%,-3.8%
COc1ccc(NC(=S)NCc2ccc(F)cc2)cc1,0.4%,-4.8%,-0.5,7.2%,2.8,-1.6%,-6.7%,-2.2%
COc1cc([N+](=O)[O-])cc(/C=N/NC(=O)Cn2nccc2C)c1O,-1.2%,26.7µM*,-1.7,-33.4%[inhibitor],?,11.8%,2.8%,5.5%
O=C(CSC1c2ccccc2C(=O)N1c1ccccc1)N1CCOCC1 (stereo not given),3.9%,-5.4%,1.4,-0.1%,.,-2.6%,5.7%,-3.6%
CCOC(=O)/C(C#N)=C/c1cn(CCC(=O)O)nc1-c1ccc(OC)cc1,-2.6%,-0.3%,2.7,-14.6%,-10.1,17.7%,1.0%,3.2%
CCOc1ccc(C(=O)NCC(=O)N2CCCCCCC2)cc1OCC,15.5%,-6.0%,-2.1,-3.5%,-3.5,14.6%,2.6%,11.0%
